High-throughput results (PubChem BioAssay)
Cdc42 wt GTP: human Cdc42 wildtype GTP binding change, either direction | GST-Cdc42 beads, Bodipy-GTP binding, flow cytometry; actives lie on both sides | AID 761 | P60953 | actives 0.2% (n = 190,000) | percent activity (GTP binding), % at 10 µM;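 active means percent activity GTP binding at least 20 points away from the 100% baseline, either down as inhibitor or up as activator; inconclusive means compound flagged as likely green fluorescent from well-wide comparison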;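 further: median bead fluorescence of bound Bodipy-FL-GTP at 100 nM; 0% = excess unlabeled GTP control and 100% = no compound control; below 100% means less GTP binding so inhibitor and above means activator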
Target sequence (P60953 whole entry, looked up): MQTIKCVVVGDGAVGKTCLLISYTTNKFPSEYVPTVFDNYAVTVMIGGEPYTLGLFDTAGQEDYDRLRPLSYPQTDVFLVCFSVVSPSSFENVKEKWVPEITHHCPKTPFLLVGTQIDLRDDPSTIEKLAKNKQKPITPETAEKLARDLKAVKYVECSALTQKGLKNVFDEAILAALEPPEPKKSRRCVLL
Rab2 wt GTP: changes GTP binding to wildtype dog Rab2A, up or down; GTP binding activity, % at 10 µM; actives 0.19% (n = 190,000); GST-Rab2 wt beads, Bodipy-GTP binding, flow cytometry;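 active means GTP binding activity at least 20 points away from 100%, either lowered or raised; inconclusive means signal likely due to the compound's own green fluorescence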;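 further: 0% = beads with excess unlabeled GTP and 100% = no-compound control corrected for plate trend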
Mcl1 Noxa PPI: disrupts binding of human Mcl-1 to Noxa peptide | Q07820 | TR-FRET Mcl-1/Noxa peptide binding, 2 h | inhibition, % at 21.7 µM | actives 1.5% (n = 220,000);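 active means compounds that cut the protein-peptide binding signal by more than 50% relative to plate controls in a single-dose test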;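 further: His-tagged Mcl-1 with rhodamine Noxa BH3 peptide and terbium anti-His antibody; 0% = Mcl-1 plus Noxa peptide wells and 100% = peptide-only wells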
Target sequence (Q07820 whole entry, looked up): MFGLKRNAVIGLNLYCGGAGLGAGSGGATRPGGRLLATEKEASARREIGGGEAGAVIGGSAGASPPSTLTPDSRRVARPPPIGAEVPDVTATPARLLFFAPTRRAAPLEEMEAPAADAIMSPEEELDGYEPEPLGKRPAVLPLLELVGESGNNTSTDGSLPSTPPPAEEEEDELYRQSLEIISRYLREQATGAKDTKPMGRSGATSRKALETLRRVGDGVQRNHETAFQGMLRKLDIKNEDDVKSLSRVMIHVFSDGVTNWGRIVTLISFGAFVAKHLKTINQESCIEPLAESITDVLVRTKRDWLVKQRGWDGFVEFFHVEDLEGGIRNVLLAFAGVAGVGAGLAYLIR
ABCG2 inh: blocks JC-1 efflux by human ABCG2 transporter | inhibition, % at 6.6 µM | IgMXP3 cells, flow cytometry | actives 0.1% (n = 190,000) | Q9UNQ0 | AID 1325;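 active means inhibition above 80%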;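 further: 0% = DMSO and 100% = nicardipine control wells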
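Test system: IgMXP3 (ABCG2) plus far-red-tagged CCRF-Adr (ABCB1) cells / Amount: 3 million cells/mL in well / Reagent: JC-1 transporter substrate / Timing: 10 min compound exposure, 25 °C / Signal: flow cytometry, 530 nm JC-1 signal / Read-out: percent efflux inhibition, scaled nicardipine 100% to DMSO 0% / Benchmarks: nicardipine as high control, DMSO as low control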
Rac1 mut GTP: modulators of GTP binding to human Rac1 activated mutant; P63000; GST-Rac1 activated beads, fluorescent GTP binding, flow cytometry; actives lie on both sides; 100% means binding = to untreated wells; percent activity (GTP binding), % at 10 µM; actives 0.11% (n = 190,000); AID 764;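 active means GTP binding at least 20 percentage points away from the 100% baseline, in either direction, so actives lie on both sides; inconclusive means Compound likely fluorescent itself, or too few beads counted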
Rac1 wt modul: human Rac1 wildtype GTP binding, inhibitors and activators; P63000; GST-Rac1 beads, fluorescent GTP binding, flow cytometry; actives lie on both sides; 0 = cold GTP competed, 100 = untreated; GTP binding activity (% of control), % at 10 µM; actives 0.27% (n = 190,000); AID 757;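 active means GTP binding activity at least 20 points away from the 100% control level, either lower or higher; inconclusive means compound flagged as likely green fluorescent, judged across all proteins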
HRas wt GTP bind: changes GTP binding to wildtype human HRas; P01112; GST-Ras wt beads, Bodipy-FL-GTP binding, flow cytometry; actives lie on both sides; GTP binding activity, % at 10 µM; actives 0.14% (n = 190,000);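 active means GTP binding activity at least 20% away from the 100% baseline, either lowered as inhibitor or raised as activator; inconclusive means flagged as likely green fluorescent, judged across all proteins in the well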;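 further: 0% = unlabeled GTP competition control and 100% = no-compound control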
Target sequence (P01112 whole entry, looked up): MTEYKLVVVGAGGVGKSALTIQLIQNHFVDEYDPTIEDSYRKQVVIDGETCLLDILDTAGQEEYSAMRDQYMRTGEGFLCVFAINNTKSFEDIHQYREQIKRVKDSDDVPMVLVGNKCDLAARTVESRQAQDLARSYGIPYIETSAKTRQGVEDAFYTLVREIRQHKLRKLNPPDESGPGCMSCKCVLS
Pf gamet viab: kills late stage P. falciparum gametocytes; P. falciparum stage V gametocytes, ATP luminescence, 24 h; inhibition, % at 10.9 µM; actives 0.065% (n = 150,000);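 active means inhibition above the mean plus 3 SD of compounds within the control limits, set per campaign, cut at about 38% in these data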;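 further: 0% = DMSO wells and 100% = medium only without gametocytes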
ABCB1 block: human ABCB1 inhibition, ABCG2 as counter-screen; inhibition, % at 6.6 µM; P08183; CCRF-Adr cells, JC-1 efflux, flow cytometry; actives 0.067% (n = 190,000); in the data active means inhibition above about 40%;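 further: 0% = vehicle and 100% = reference inhibitor; higher value means more JC-1 retained so stronger ABCB1 efflux block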
Rab7 wt modul: dog Rab7 wildtype GTP binding, inhibitors and activators; GTP binding activity (percent of control), % at 10 µM; actives 0.055% (n = 190,000); AID 758; GST-Rab7 beads, fluorescent GTP binding, flow cytometry; actives lie on both sides; untreated = 100%, excess cold GTP = 0%;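 active means fluorescent GTP binding to Rab7 beads changed by at least 20 points from the 100% baseline, either direction, mostly lower; inconclusive means compound itself probably fluorescent, or too few beads counted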;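 further: median green fluorescence of bound Bodipy-FL-GTP per Rab7 bead population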
Avidin fluor: compound fluoresces at 488/530 nm on avidin beads | actives 0.38% (n = 220,000) | compound fluorescence 488/530 nm, flow cytometry; active compounds read high | fluorescence (KMESF) at 10 µM | AID 1775; in the data active means fluorescence above about 47; further: inactives centre near 10
Active calls of the source: *.

For O=C(O)c1ccc(-n2nc(C(F)(F)F)c3c2-c2ccoc2CC3)cc1 the results were Cdc42 wt GTP 96, Rab2 wt GTP 99, Mcl1 Noxa PPI 7, ABCG2 inh 26, Rac1 mut GTP 97, Rac1 wt modul 102, HRas wt GTP bind 100, Pf gamet viab -5, ABCB1 block -2.0, Rab7 wt modul 102 and Avidin fluor 19.
Screening CC(C)CNC(=O)NC(=O)COc1c(F)c(F)cc(F)c1F returned Cdc42 wt GTP 103, Rab2 wt GTP 101, Mcl1 Noxa PPI 6, ABCG2 inh 1, Rac1 mut GTP 100, Rac1 wt modul 101, HRas wt GTP bind 100, Pf gamet viab 11, ABCB1 block 0.2, Rab7 wt modul 104 and Avidin fluor 40.
Screening O=C(CN(C(=O)c1ccccc1Cl)N1C(=O)CCCC1=O)c1ccc(Cl)cc1 returned Cdc42 wt GTP 96, Rab2 wt GTP 103, Mcl1 Noxa PPI 5, ABCG2 inh 0, Rac1 mut GTP 94, Rac1 wt modul 96, HRas wt GTP bind 100, Pf gamet viab -4, ABCB1 block -0.6, Rab7 wt modul 104 and Avidin fluor 9.
`CC(C)C[C@H](NC(=O)NCCc1ccc(Cl)cc1)C(=O)O` gave Cdc42 wt GTP 105, Rab2 wt GTP 101, Mcl1 Noxa PPI -1, ABCG2 inh 10, Rac1 mut GTP 102, Rac1 wt modul 107, HRas wt GTP bind 102, ABCB1 block 0.4, Rab7 wt modul 101 and Avidin fluor 28.
CCN(CC)S(=O)(=O)c1ccc(N/N=C/c2ccccc2OCC(=O)O)c([N+](=O)[O-])c1 was read as Cdc42 wt GTP 97, Rab2 wt GTP 92, Mcl1 Noxa PPI 6, ABCG2 inh -2, Rac1 mut GTP 93, Rac1 wt modul 96, HRas wt GTP bind 95, Pf gamet viab 10, ABCB1 block -0.8, Rab7 wt modul 95 and Avidin fluor 10.
Screening CC(C)=C1C2CCC1C1C(=O)N(c3ccc(C)c(C)c3)C(=O)C21 (centres undefined) returned Cdc42 wt GTP 101, Rab2 wt GTP 101, Mcl1 Noxa PPI 9, ABCG2 inh -1, Rac1 mut GTP 100, Rac1 wt modul 100, HRas wt GTP bind 98, Pf gamet viab -29, ABCB1 block 0.3, Rab7 wt modul 96 and Avidin fluor 14.
CCOC(=O)C1=C(c2ccccc2)Nc2nc(C)nn2C1c1cccc(OC)c1OC (centres undefined) was read as Cdc42 wt GTP 99, Rab2 wt GTP 100, Mcl1 Noxa PPI -11, ABCG2 inh 1, Rac1 mut GTP 99, Rac1 wt modul 104, HRas wt GTP bind 98, Pf gamet viab 12, ABCB1 block 0.4, Rab7 wt modul 98 and Avidin fluor 22.
Screening C(=N\N1CCN(c2ccccn2)CC1)/C1=C(N2CCOCC2)C(=C/c2ccccc2)/CC1 returned Cdc42 wt GTP 101, Rab2 wt GTP 98, Mcl1 Noxa PPI 30, ABCG2 inh 4, Rac1 mut GTP 90, Rac1 wt modul 95, HRas wt GTP bind 95, Pf gamet viab 0, ABCB1 block 1.4, Rab7 wt modul 91 and Avidin fluor 15.
`CCCC(c1nnnn1C(C)(C)CC)N1CCN(C2CCCC2)CC1` (centres undefined) gave Cdc42 wt GTP 100, Rab2 wt GTP 100, Mcl1 Noxa PPI 21, ABCG2 inh 0, Rac1 mut GTP 102, Rac1 wt modul 98, HRas wt GTP bind 100, Pf gamet viab -6, ABCB1 block 0.2, Rab7 wt modul 97 and Avidin fluor 17.
Screening CC(=O)c1c(C)[nH]c(C(=O)OCc2ccccc2F)c1C returned Cdc42 wt GTP 91, Rab2 wt GTP 98, Mcl1 Noxa PPI -7, ABCG2 inh 2, Rac1 mut GTP 96, Rac1 wt modul 94, HRas wt GTP bind 99, Pf gamet viab -18, ABCB1 block 0.7, Rab7 wt modul 103 and Avidin fluor 25.
COC(=O)C1C(c2ccc(OC)cc2)NC(=O)NC1(O)C(F)(F)Cl (centres undefined) was read as Cdc42 wt GTP 96, Rab2 wt GTP 94, Mcl1 Noxa PPI -8, ABCG2 inh 1, Rac1 mut GTP 95, Rac1 wt modul 89, HRas wt GTP bind 91, Pf gamet viab -19, ABCB1 block 0.1, Rab7 wt modul 89 and Avidin fluor 9.
Screening CC(C)=C1C2CCC1C1C(=O)N(c3ccc4c(c3)OCO4)C(=O)C21 (centres undefined) returned Cdc42 wt GTP 102, Rab2 wt GTP 99, Mcl1 Noxa PPI 21, ABCG2 inh 18, Rac1 mut GTP 99, Rac1 wt modul 104, HRas wt GTP bind 99, Pf gamet viab 7, ABCB1 block 6.1, Rab7 wt modul 101 and Avidin fluor 9.
Screening Cc1ccc(CNC(=O)CCC2CCCN(Cc3ccc4cccc(F)c4n3)C2)o1 (centres undefined) returned Cdc42 wt GTP 98, Rab2 wt GTP 99, Mcl1 Noxa PPI 7, ABCG2 inh 0, Rac1 mut GTP 101, Rac1 wt modul 104, HRas wt GTP bind 101, Pf gamet viab 0, ABCB1 block 0.8, Rab7 wt modul 100 and Avidin fluor 7.
`COC(=O)CNC(=O)c1ccc(C)s1` gave Cdc42 wt GTP 104, Rab2 wt GTP 104, Mcl1 Noxa PPI 8, ABCG2 inh 2, Rac1 mut GTP 100, Rac1 wt modul 102, HRas wt GTP bind 103, ABCB1 block 0.2, Rab7 wt modul 103 and Avidin fluor 14.
`O=C(CCc1nc2ccccc2[nH]c1=O)OCC(=O)c1cccc2ccccc12` gave Cdc42 wt GTP 97, Rab2 wt GTP 98, Mcl1 Noxa PPI 8, ABCG2 inh -10, Rac1 mut GTP 96, Rac1 wt modul 97, HRas wt GTP bind 96, ABCB1 block -5.9, Rab7 wt modul 97 and Avidin fluor 4.
CC(C)CNC(=S)NNC(=O)CC(C)O (centres undefined) was read as Cdc42 wt GTP 101, Rab2 wt GTP 100, Mcl1 Noxa PPI 7, ABCG2 inh 16, Rac1 mut GTP 97, Rac1 wt modul 98, HRas wt GTP bind 100, Pf gamet viab 13, ABCB1 block 2.5, Rab7 wt modul 97 and Avidin fluor 10.
`COc1cc(C(=O)N2CCN(C(=O)C(Cc3cc(C)ccc3C)NC(C)=O)CC2)cc(OC)c1OC` (centres undefined) gave Cdc42 wt GTP 104, Rab2 wt GTP 101, Mcl1 Noxa PPI 2, ABCG2 inh 0, Rac1 mut GTP 99, Rac1 wt modul 107, HRas wt GTP bind 102, ABCB1 block 0.0, Rab7 wt modul 102 and Avidin fluor 24.
CN1CCN(C(=O)CCC(=O)c2ccc(F)cc2)CC1 was read as Cdc42 wt GTP 100, Rab2 wt GTP 99, Mcl1 Noxa PPI 3, ABCG2 inh 2, Rac1 mut GTP 97, Rac1 wt modul 98, HRas wt GTP bind 98, Pf gamet viab 6, ABCB1 block 0.4, Rab7 wt modul 97 and Avidin fluor 9.
Screening CCOCCCNC(=O)NC12CC3CC(CC(C3)C1)C2 returned Cdc42 wt GTP 94, Rab2 wt GTP 100, Mcl1 Noxa PPI 4, ABCG2 inh 4, Rac1 mut GTP 100, Rac1 wt modul 95, HRas wt GTP bind 96, ABCB1 block 0.9, Rab7 wt modul 99 and Avidin fluor 26.
COc1ccc2nc(NC3=NC(C(=O)Nc4ccc(C)cc4)CC(=O)N3)nc(C)c2c1 (centres undefined) was read as Cdc42 wt GTP 99, Rab2 wt GTP 96, Mcl1 Noxa PPI 13, ABCG2 inh 3, Rac1 mut GTP 97, Rac1 wt modul 99, HRas wt GTP bind 97, ABCB1 block -0.5, Rab7 wt modul 97 and Avidin fluor 22.
`CC(C)c1cc(NCc2ccccn2)n2c(nc3ccccc32)c1C#N` gave Cdc42 wt GTP inconclusive, Rab2 wt GTP inconclusive, Mcl1 Noxa PPI 15, ABCG2 inh 4, Rac1 mut GTP inconclusive, Rac1 wt modul inconclusive, HRas wt GTP bind inconclusive, Pf gamet viab 11, ABCB1 block 10, Rab7 wt modul inconclusive and Avidin fluor 3.
c1ccc2nc(-c3ccc(N4CCOCC4)cc3)ccc2c1 was read as Cdc42 wt GTP 100, Rab2 wt GTP 99, Mcl1 Noxa PPI -127, ABCG2 inh 0, Rac1 mut GTP 99, Rac1 wt modul 99, HRas wt GTP bind 100, Pf gamet viab -11, ABCB1 block -0.3, Rab7 wt modul 96 and Avidin fluor 10.
CCSC1=C(C#N)C2(CCCCC2)C(C#N)=C(N)N1 was read as Cdc42 wt GTP 103, Rab2 wt GTP 101, Mcl1 Noxa PPI -3, ABCG2 inh 1, Rac1 mut GTP 103, Rac1 wt modul 110, HRas wt GTP bind 100, ABCB1 block -0.1, Rab7 wt modul 102 and Avidin fluor 6.
Screening CN(C)c1ccnc2sc(C(=O)c3ccccc3)c(N)c12 returned Cdc42 wt GTP 99, Rab2 wt GTP 98, Mcl1 Noxa PPI 8, ABCG2 inh 2, Rac1 mut GTP 96, Rac1 wt modul 104, HRas wt GTP bind 100, ABCB1 block 2.0, Rab7 wt modul 101 and Avidin fluor 3.
Screening CC12CC(NC(=O)N1c1cccc(C(=O)N3CCN(c4ccccc4)CC3)c1)c1ccccc1O2 (centres undefined) returned Cdc42 wt GTP 99, Rab2 wt GTP 98, Mcl1 Noxa PPI -5, ABCG2 inh 1, Rac1 mut GTP 96, Rac1 wt modul 98, HRas wt GTP bind 99, ABCB1 block 0.3, Rab7 wt modul 99 and Avidin fluor 38.
`CCCCOc1ccc(-c2cnc3ccccc3n2)cc1` gave Cdc42 wt GTP 100, Rab2 wt GTP 100, Mcl1 Noxa PPI 9, ABCG2 inh 12, Rac1 mut GTP 99, Rac1 wt modul 102, HRas wt GTP bind 100, Pf gamet viab -2, ABCB1 block 0.7, Rab7 wt modul 104 and Avidin fluor 11.
`COc1nc(N2CCOCC2)nc(-n2cccc2)n1` gave Cdc42 wt GTP 98, Rab2 wt GTP 100, Mcl1 Noxa PPI 7, ABCG2 inh 5, Rac1 mut GTP 96, Rac1 wt modul 100, HRas wt GTP bind 99, Pf gamet viab 1, ABCB1 block 0.3, Rab7 wt modul 103 and Avidin fluor 20.

An unsorted share of the library (roughly 2.3% active in at least one column).
